Assay outcomes (PubChem)
NR3A LBD binder: modulators (binders) of human NR3A ligand-binding domain; NR3A LBD differential scanning fluorimetry, Tm shift; 0% = protein alone, 100% = glycine-bound protein; 340,000 compounds, 2.5% hits; Tm shift relative to glycine control, % at 25 µM; AID 1259313;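 active = melting temperature shift of at least 10% of the positive control shift, at one fixed dose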
APOBEC3G inh: blocks human APOBEC3G single-stranded DNA deamination; recombinant A3G, ssDNA deamination FAM/TAMRA fluorescence; inhibition, % at 20 µM; 330,000 compounds, 0.28% hits; Q9HC16;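 active = inhibition of at least 40% at 20 µM, with no more than 30% in the related APOBEC3A deaminase screen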;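 also: plate controls were DMSO wells with A3G for no effect and wells lacking A3G enzyme for full effect; some compounds called inactive have numbers as strong as hits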
Target sequence (Q9HC16 whole entry, looked up): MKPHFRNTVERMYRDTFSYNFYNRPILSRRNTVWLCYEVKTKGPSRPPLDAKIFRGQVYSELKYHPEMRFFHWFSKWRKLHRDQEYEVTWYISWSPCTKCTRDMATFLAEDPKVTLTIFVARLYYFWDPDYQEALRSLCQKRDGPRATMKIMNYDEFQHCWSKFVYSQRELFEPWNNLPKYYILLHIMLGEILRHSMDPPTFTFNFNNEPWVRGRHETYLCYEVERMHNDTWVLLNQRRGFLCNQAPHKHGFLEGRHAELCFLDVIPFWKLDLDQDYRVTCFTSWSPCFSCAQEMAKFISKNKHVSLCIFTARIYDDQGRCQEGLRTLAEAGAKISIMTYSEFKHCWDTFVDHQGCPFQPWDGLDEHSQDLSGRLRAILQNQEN
EBI2 antag: blocks human EBI2 receptor beta-arrestin signaling. P32249. inhibition, % at 5 µM. EBI2 beta-arrestin recruitment, luminescence, 7a,25-OHC stimulated. AID 651636. 360,000 compounds, 0.81% hits; in the data active = inhibition above about 38%;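 also: enzyme fragment complementation signal reports receptor beta-arrestin coupling in cells; 0% = agonist plus DMSO wells and 100% = wells without agonist; some results beyond the cut were filed as inactive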
Target sequence (P32249 whole entry, looked up, the tested form may be a part): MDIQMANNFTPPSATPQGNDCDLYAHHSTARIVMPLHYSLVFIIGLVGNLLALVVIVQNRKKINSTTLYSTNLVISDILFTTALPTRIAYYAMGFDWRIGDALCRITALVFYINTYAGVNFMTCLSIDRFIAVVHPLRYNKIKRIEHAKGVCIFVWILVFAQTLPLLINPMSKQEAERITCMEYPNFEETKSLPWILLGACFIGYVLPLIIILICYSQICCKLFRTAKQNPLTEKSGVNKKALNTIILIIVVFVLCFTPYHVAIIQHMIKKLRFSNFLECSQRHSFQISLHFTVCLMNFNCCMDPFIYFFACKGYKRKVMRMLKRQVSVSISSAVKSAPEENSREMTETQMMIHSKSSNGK
A3A deaminase: inhibitors of human APOBEC3A DNA deaminase; P31941; recombinant A3A, FAM/TAMRA ssDNA deamination fluorescence; inhibition, % at 20 µM; 330,000 compounds, 0.41% hits;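 active = at least 40% inhibition at 20 µM here, with at most 30% in a related deaminase screen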;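 also: plate controls were A3A with DMSO for no effect and wells lacking A3A enzyme for full effect; some results filed as inactive read as strong as hits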
Gli-Sufu block: Gli-Sufu pathway antagonism; inhibition, % at 5 µM; 340,000 compounds, 0.74% hits; Sufu-KO-LIGHT fibroblasts, Gli luciferase reporter luminescence;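 active = inhibition above about 55%, limit read from the data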;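 also: 0% = DMSO-treated cells and 100% = wells with medium but no cells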
CCR6 antagonist: blocks CCL20-driven beta-arrestin recruitment at human CCR6. P51684. CHO-K1 CCR6 PathHunter beta-arrestin, luminescence, CCL20-stimulated. inhibition, % at 20 µM. 340,000 compounds, 0.49% hits;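 active = compounds whose inhibition of the agonist-driven luminescence signal at 20 µM reaches about 50%, limit read from the data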;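 also: cells stimulated with CCL20 at 14 nM final; plate controls were DMSO with CCL20 for no effect and DMSO without agonist for full effect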
MPTP block: inhibitors of mitochondrial permeability transition pore. isolated mouse mitochondria, Ca2+ swelling absorbance, 30 min. inhibition, % at 10 µM. 360,000 compounds, 1.4% hits. AID 602449;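 active = inhibition of 50% or more, scaled per plate between neutral and stimulator controls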;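 also: 0% = DMSO wells given calcium and 100% = 1 mM EGTA wells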
CXCR6 block: CXCR6 (human) receptor inhibition; CHO-K1 PathHunter CXCR6 beta-arrestin, luminescence; inhibition, % at 20 µM; 360,000 compounds, 0.36% hits; AID 602244; in the data active = inhibition above about 34%, passing the limit was not always enough;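 also: antagonist mode with CXCL16 agonist at 10 nM final; 0% = 10 nM CXCL16 with DMSO and 100% = unstimulated wells without agonist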
Target sequence (O00574 whole entry, looked up): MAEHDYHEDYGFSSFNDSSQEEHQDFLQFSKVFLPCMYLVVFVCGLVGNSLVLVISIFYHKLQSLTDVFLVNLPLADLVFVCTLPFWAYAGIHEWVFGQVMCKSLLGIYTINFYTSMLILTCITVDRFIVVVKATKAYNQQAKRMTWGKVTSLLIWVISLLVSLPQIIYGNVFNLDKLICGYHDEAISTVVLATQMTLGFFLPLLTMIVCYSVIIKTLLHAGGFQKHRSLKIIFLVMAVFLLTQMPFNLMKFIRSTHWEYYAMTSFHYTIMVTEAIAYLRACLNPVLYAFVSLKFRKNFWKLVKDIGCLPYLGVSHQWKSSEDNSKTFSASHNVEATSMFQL
An asterisk follows results filed as active; x = no result given; & = joins results of further samples.

Sequence of screens: APOBEC3G inh, A3A deaminase, CXCR6 block, EBI2 antag, MPTP block, Gli-Sufu block, NR3A LBD binder, CCR6 antagonist
C=CCC[C@H](Cc1ccc(F)cc1)C(=O)OC[C@H](C)NC(=O)[C@H](CC=C)CC(=O)N(CCO)Cc1ccccc1
    -5, -4, 5, 3, -0.1, 21, -1, 27
Cc1cccc(NC(=O)CSc2nnc(-c3ccc(S(=O)(=O)N4CCCC4)cc3)o2)c1
    -2, 6, -7, -11, 1.8, -1, 0, -7
CC(OC(=O)c1cc2ccccc2o1)C(=O)Nc1ccc(N2CCOCC2)cc1 (centres undefined)
    -4, -2, -16, -1, -0.1, -11, 6, 11
COc1ccc(NC(=O)c2ccc(NC(=O)CN3CCN(c4ccccc4)CC3)cc2)cc1
    -5, -1, -1, -10, -0.8, x, 19*, 5
CCCCCCCNC1=CC(=O)CC(c2ccccc2)C1 (centres undefined)
    -5, -2, -3, 19, 26, 59*, -1, 9
O=C(Nc1nnc(C2=COCCO2)o1)c1ccc([N+](=O)[O-])cc1
    3, -1, 8, -6, 2.7, -19, 0, 16
Cc1nn(-c2ccccc2)c(C)c1/C=N/NC(=O)c1cc(-c2cccs2)[nH]n1
    0, 1, 2, 5, 2.4, 50, 4, 25
CCCCCn1c(N2CCN(Cc3ccccc3)CC2)nc2c1c(=O)[nH]c(=O)n2C
    -5, 2, -2, 12, 2.5, 12, -2, 16
Cc1[nH]c2ccccc2c1C=NNC(=O)c1cc(-c2cccnc2)nc2ccccc12
    -8, -4, 7, 7, 1.0, -9, 3, 16
Cc1ccc(C(C)C)c(OCCNC(=O)c2cncc(Br)c2)c1
    -6, -1, -8, 50*, -0.8, -8, -6, 16
CCOC(=O)C1(Cc2ccccc2)CCN(Cc2cn[nH]c2-c2ccccc2)CC1
    -7, -3, -12, -9, 0.5, 40, -2, 6
CCc1ccc(NCc2nc3ccccc3c(=O)[nH]2)cc1
    -1, -1, 2, -10, 0.5, -35, -6, 6
Cc1cc(-c2ccccc2)cc(-c2ccccc2)[n+]1C
    -8, -3, -3, 1, 3.3, 65*, -1, 3
CC(=O)c1ccc(OCC(O)CN2CCN(S(=O)(=O)c3cccc(Br)c3)CC2)cc1 (centres undefined)
    -9, 5, -16, 40, 1.7, 26, 1, 14
CC(C)CN1CCN(Cc2ccc3ncccc3c2)CC1CCO (centres undefined)
    -3, -2, -5, -9, 2.6, 6, 0, -6
C=CCNC(=S)N(CC)c1cccc2ccccc12
    -7, -5, 6, 5, -0.8, 9, 2, 15
Cc1ccc(C(=O)Nc2ccc(F)cc2)o1
    -6, 0, 5, 0, 0.5, -21, -1, 1
CCN1C(=O)[C@@H]2[C@H](C1=O)[C@@H]1C(=O)Nc3ccccc3C(=O)N1[C@@H]2c1ccc(OC)cc1
    -9, -3, -7, -11, -1.0, -4, -2, 4
CCCC(=Nc1ccccc1OC)C1=C(O)CC(c2ccccc2)CC1=O (centres undefined)
    -6, -4, 4, -6, 1.1, -18, -1, 10
CCC(C)(C)NC(=O)C(c1ccc(OC)cc1)N(C(=O)CCC(=O)Nc1cc(C)on1)C1CC1 (centres undefined)
    -4, -2, 0, 0, -0.4, 0, 1, 19
CCc1nc(NC(C)C)c2oc3ccccc3c2n1
    -6, 0, 0, -13, -0.2, 3, 0, -14
CCN(CC)S(=O)(=O)c1cccc(NC(=O)CCSc2ccc(Cl)cc2)c1
    x, x, -3, -1, 76*, 51, 2, 26
O=C(CSc1nc2ncccc2[nH]1)NC1CCCC1
    -8, -6, -3, -5, -1.6, 2, -1, -7
c1ccc(-c2ccccc2OCCCN2CCOCC2)cc1
    1, 1, -12, -10, 1.9, -10, -1, 11
CSCCC(Nc1ccc(S(=O)(=O)N2CCOCC2)cc1[N+](=O)[O-])C(=O)OCC(=O)N(C(C)C)C(C)C (centres undefined)
    -4, -2, 6, 8, -2.3, 5, -1, 12
Nc1c(-c2ccccc2)nc(Cl)nc1-c1ccccc1
    1, 1, -6, -16, -0.6, 0, -2, -3
C=CCOc1ccc(C(=O)CC)cc1OC
    -8, -4, 2, -22, 1.3, -9, -1, 4
COc1cc(CCC(=O)OCC(=O)NC2CCCC(C)C2C)cc(OC)c1OC (centres undefined)
    -3, -1, 8, -4, -0.1, 0, 1, -7
COc1ccc(NC(=O)c2cc([N+](=O)[O-])ccc2N2CCN(C)CC2)cc1
    -5, 1, -2, 1, -3.2, 2, -1, 16
CCC(C(=O)OCC(=O)N(CC)c1c(N)n(Cc2ccccc2)c(=O)[nH]c1=O)c1ccccc1 (centres undefined)
    -9, -3, 8, -5, -0.2, -20, -4, 13
Cc1ccccc1Nc1nc(N)nc(-c2oc3ccccc3c2C)n1
    -5, 3, -5, 3, -0.9, -43, -2, -21
CCCOc1ccc(-c2nn(-c3ccccc3)cc2/C=C2\SC(N)=NC2=O)cc1C
    -1, 1, 0, 4, 0.3, -2, 16*, 12
CCN1CCN(C(c2cccs2)C(C)NC(=O)c2cccc(OC)c2OC)CC1 (centres undefined)
    -4, -1, -3, -8, -1.7, 17, -1, -6
COc1ccc(/C=N/N2C(=O)C3C4C=CC(C4)C3C2=O)cc1[N+](=O)[O-] (centres undefined)
    -5, -1, 3, -10, 1.2, -15, 0, 3
Cn1c(=O)c2c(nc(Sc3ncnn3CC(=O)NC3CCCCC3)n2C)n(C)c1=O
    -4, -2, -5, -1, 0.6, 9, -1, 7
Clc1ccccc1-c1nc(-c2ccncc2)no1
    0&-1, 0&0, 5&3, -17&7, -1.1&1.5, -48&-43, -2&-2, 12&6
CCOC(=O)c1sc(=NC(=O)COc2ccccc2)n(C)c1C
    -2, 2, -3, -1, 0.3, -8, -1, 2
CCc1nc2ccc(C(=O)N3CCN(c4cccc(Cl)c4)CC3)cc2nc1CC
    -7, -3, 4, -5, 0.4, 0, 4, 15
O=C(NCC(c1cccnc1)N1CCN(c2ccc(F)cc2)CC1)c1ccc(F)cc1 (centres undefined)
    -6, -2, 3, -5, 0.2, -60, 0, -2
COc1ccc(OC)c(-c2csc(NC(=O)c3ccc(OCC4CCCO4)cc3)n2)c1 (centres undefined)
    -1, 2, -1, 1, 0.7, 40, -1, 14
CCOc1cccc(NC(=O)c2cccc(F)c2)c1
    -2, 0, -8, -4, -1.1, 5, 10*, 11
CCCS(=O)(=O)N1CCN(Cc2c[nH]c3ccccc23)CC1
    -8, -4, -7, 1, -1.1, 6, 0, 1
CC(C)Oc1ccc(C(=O)Nc2ccc3c(c2)n(C)c(=O)n3C)cc1
    1, -1, -1, -2, 0.2, 22, -2, 2
CCCCN(CC)C(=O)CN(C)S(=O)(=O)c1cccc2nsnc12
    -6, -4, -6, -6, -0.5, 14, 1, 6
NC(=S)NN=C1CCC(C2CCCCC2)CC1 (centres undefined)
    x, x, 13, 1, -0.1, 26, 1, 33
COC(=O)c1sccc1NC(=O)CSc1nnnn1-c1ccccc1C
    -1, 4, 10, 14, 3.5, 0, 2, 16
COc1ccc(C(O)P(=O)(O)CCc2ccccc2)cc1 (centres undefined)
    0, 9, -2, -6, -3.1, -62, -1, -12
COc1ccccc1CCC(=O)NNC(=O)c1ccc(Br)cc1
    -5, 0, -9, 16, -0.4, -31, -1, 8
O=C(O)c1ccc(-c2ccc(/C=C3\NC(=O)N(Cc4ccc(Cl)cc4)C3=O)o2)cc1Cl
    59, 89, 4, 10, -3.2, 0, -4, 17
CCOC(=O)c1c(C)[nH]c(C(=O)COC(=O)c2cccnc2Cl)c1C
    -5, -1, -4, -12, -0.1, -32, -1, 1
CC(C)(C#N)Nc1ccccc1
    -7, -4, -1, -4, -0.3, 6, -1, -2
N#C/C(=C1/CCCCCN1)c1nnc2n1CCCCC2
    -2, 0, -9, -10, -0.2, -2, 0, 0
Cc1cccc(C)c1NC(=O)CCCSc1nnc(-c2ccc(Cl)cc2)n1-c1ccccc1
    -3, 2, 12, 22, 4.2, 1, -1, 29
O=C1c2ccccc2-c2onc3c(N4CCN(CCO)CC4)cc(N4CCN(C(=O)c5ccco5)CC4)c1c23
    4, 3, 3, 2, 6.7, 13, -1, 28
Cc1ccc([N+](=O)[O-])cc1S(=O)(=O)Nc1ccc(C(=O)NCC2CCCO2)cc1 (centres undefined)
    3, 2, 2, -9, -2.5, 4, -2, 9
CCCCN(C)C(=O)c1nc2ccccn2c1CN1CCN(C/C=C/c2ccccc2)CC1
    -4, 0, 9, 26, -0.3, 32, -2, 11
C=CCNc1ncnc2c1cnn2-c1ccc(Cl)cc1
    -5, 1, 0, 6, 2.1, -113, 0, 6
Cc1ccc2c(c1)c(C)c(C)n2CC(O)Cn1nc(C)cc1C (centres undefined)
    1, 2, 0, -1, 1.0, 3, 1, 8
COc1ccc(CC(=O)OCC(=O)NCc2ccccc2Cl)cc1OC
    -7, -1, 3, 5, -1.3, 5, -3, 5
COc1cc([N+](=O)[O-])ccc1N/C=C/C(=O)c1cccs1
    -1, 1, -7, 5, 1.8, -67, 4, -3

Next part.
Sequence of screens: APOBEC3G inh, A3A deaminase, CXCR6 block, EBI2 antag, MPTP block, Gli-Sufu block, NR3A LBD binder, CCR6 antagonist
COC(=O)c1ccc(NC(=O)CSC2=NC(=O)C(c3ccccc3)C(=O)N2)cc1 (centres undefined)
    -3, -6, 8, -3, 0.7, 26, 12*, 19
COc1ccc(N(C)S(=O)(=O)c2cccc(C(=O)NC3CCC(C)CC3)c2)cc1 (centres undefined)
    -4, -3, 5, 8, 0.6, 11, 0, 34
O=C(Nc1ccc(F)cc1)C(c1ccccc1)N1CCN(CC(=O)N2CCCC2)CC1 (centres undefined)
    -3, 17, 5, 8, -0.7, 6, 0, 1
Cc1ccc(S(=O)(=O)N2CCN(c3ccnc4cc(Cl)ccc34)CC2)cc1
    -10, -1, -5, 13, 24, 33, -1, 13
CCOc1cccc(/C=N/N2C(C)CCCC2C)c1O (centres undefined)
    0, 0, -8, -2, 0.6, -10, 0, 6
CCOC(=O)c1cc(NC(=O)NC2CCCCC2)c(C)nc1C
    1, 2, -1, 0, 1.4, -2, 4, -3
Cc1nc2ccccc2n1CCOc1ccc([N+](=O)[O-])cc1
    -8, 1, 1, 11, 0.4, 8, -1, 11
S=c1[nH]cc(-c2ccccc2)n1-c1cccc(Cl)c1
    2, 0, -2, -3, -1.6, -5, -3, 9
C/C(=N\Nc1nc(N)cc(Cl)n1)c1ccc(F)cc1
    -4, -3, -15, -16, 0.0, -12, 1, 0
CCOC(=O)C(C)c1n[nH]c(=O)c2ccccc12 (centres undefined)
    -7, -1, 5, 2, 0.4, -5, 1, 11
CSc1nc2ccc(NC(=O)C3=NNC(=O)CC3)cc2s1
    -1, 30, -9, 2, -4.3, -8, 0, 4
O=C(NCC(=O)N(Cc1ccccc1)C(C(=O)NC1CCCC1)c1ccncc1)c1ccco1 (centres undefined)
    1, 0, 2, -3, -7.5, -19, -2, -8
CCOC(=O)C1=C(C)OC(N)=C(C#N)C1c1ccc(OC)c(CSc2ccccn2)c1 (centres undefined)
    -7, -3, 0, 10, 4.6, 3, -6, 25
CC(=O)c1ccc(S(=O)(=O)N2CCN(C(=O)c3ccc(-n4nc(C)c(Cl)c4C)cc3)CC2)cc1
    -2, -4, -5, 36, 0.6, 20, -3, 2
COc1cccc(-n2c(SC3CCOC3=O)nc3ccccc3c2=O)c1 (centres undefined)
    -1, 4, 5, 5, -1.9, 1, 1, -4
Cc1ccc(NC(=O)CSCC(=O)NNC(=O)c2nn(C)c(=O)c3ccccc23)cc1
    1, 2, -4, -2, -1.9, 1, 2, -11
O=C(Oc1nsnc1N1CCOCC1)N1CCCCC1
    -8, -3, 5, -10, -1.4, -1, -2, 7
OCCC1CN(CC2CCCCC2)CCN1CC1CCCCC1 (centres undefined)
    -7, -2, -6, 6, 3.5, -4, 1, 16

2 compounds picked at random from those above:
Sequence of screens: APOBEC3G inh, A3A deaminase, CXCR6 block, EBI2 antag, MPTP block, Gli-Sufu block, NR3A LBD binder, CCR6 antagonist
COc1ccc(N(C)S(=O)(=O)c2cccc(C(=O)NC3CCC(C)CC3)c2)cc1 (centres undefined)
    -4, -3, 5, 8, 0.6, 11, 0, 34
CSc1nc2ccc(NC(=O)C3=NNC(=O)CC3)cc2s1
    -1, 30, -9, 2, -4.3, -8, 0, 4
